# m5-HT2A agonist: mouse Htr2a agonists via beta-arrestin recruitment, primary screen, cell-based, luminescence. 5-hydroxytryptamine receptor 2A (Mus musculus), P35363. activation, % at 7.6 µM. AID 624169, 2012. hit rate 0.66% among 360,000. CHO-K1 mHTR2A beta-arrestin complementation; percent of 30 µM serotonin response;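 active = activation above a run cutoff, the mean activation of all tested compounds plus 3 SD, cut at about 14% in these data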;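 also: 0% = plate median of compound wells and 100% = 30 µM serotonin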
# Target sequence (P35363 whole entry, looked up): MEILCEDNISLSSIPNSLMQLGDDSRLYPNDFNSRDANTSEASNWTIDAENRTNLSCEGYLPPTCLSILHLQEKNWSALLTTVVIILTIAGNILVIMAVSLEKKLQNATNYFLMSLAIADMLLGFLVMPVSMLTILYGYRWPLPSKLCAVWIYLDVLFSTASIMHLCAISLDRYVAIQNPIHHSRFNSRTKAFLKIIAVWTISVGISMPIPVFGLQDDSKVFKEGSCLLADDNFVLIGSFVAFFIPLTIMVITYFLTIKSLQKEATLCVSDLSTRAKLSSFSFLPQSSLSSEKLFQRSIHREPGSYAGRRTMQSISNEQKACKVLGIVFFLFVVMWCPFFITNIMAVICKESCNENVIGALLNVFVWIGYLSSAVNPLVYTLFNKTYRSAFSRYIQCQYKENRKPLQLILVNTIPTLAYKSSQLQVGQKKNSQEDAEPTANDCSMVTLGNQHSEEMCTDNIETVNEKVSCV
# TLR9-MyD88 inh: inhibitors of TLR9-MyD88 association in cells, primary screen, cell-based, CHO, BLA complementation, fluorescence; Toll-like receptor 9 (Homo sapiens) + Myeloid differentiation primary response protein …; CCF4 FRET ratio; inhibition, % at 4.98 µM; hit rate 0.21% among 340,000;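 active = inhibition above the mean over all tested compounds plus 3 SD, cut at about 21% in these data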;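 also: 0% = DMSO only wells and 100% = clavulanate BLA inhibitor control wells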
# NOD2 RIPK2 PPI: NOD2-RIPK2 binding disruptors in cells, primary screen, fluorescence, CHO cells, BLA complementation; CCF4 ratio; hit rate 0.38% among 360,000; AID 624267, 2012; Receptor-interacting serine/threonine-protein kinase 2 (Homo sapiens), O43353; inhibition, % at 4.98 µM; in the data active = inhibition above about 21%;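 also: 0% = vehicle only and 100% = reference blocker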
# MC4R antagonist: MC4R antagonists of cAMP signaling, primary screen, cell-based, TR-FRET, antagonist arm of biased-ligand search | AID 540295, 2011 | MC4R-expressing cells, MTII-stimulated cAMP, LANCE TR-FRET | inhibition, % at 6.5 µM | hit rate 0.48% among 360,000;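 active = inhibition above its plate's cutoff, the mean of tested wells on that plate plus 3 SD, cut at about 29% in these data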;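 also: 0% = Melanotan II alone and 100% = Melanotan II plus saturating MCL0020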
# Target sequence (P32245 whole entry, looked up): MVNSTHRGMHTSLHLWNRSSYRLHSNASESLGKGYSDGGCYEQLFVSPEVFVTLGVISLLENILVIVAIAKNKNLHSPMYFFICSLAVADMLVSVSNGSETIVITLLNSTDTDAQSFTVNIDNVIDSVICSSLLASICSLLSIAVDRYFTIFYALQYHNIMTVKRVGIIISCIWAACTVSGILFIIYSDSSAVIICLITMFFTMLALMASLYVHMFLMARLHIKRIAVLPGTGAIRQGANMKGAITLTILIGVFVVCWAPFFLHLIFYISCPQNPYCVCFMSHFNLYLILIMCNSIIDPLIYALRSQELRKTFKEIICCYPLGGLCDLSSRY
#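 System: U2OS-MC4R stable cell line; Technique: Eu-cAMP/anti-cAMP TR-FRET, emission 671 nm; Repeats: single well per compound; Also added: Melanotan II; Dosing: one concentration, 6.5 µM nominal; Schedule: 30-min compound, 1-h challenge, 1-h detection, room temperature.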
# ABCB6 inh 2: ABCB6 transporter inhibitors, primary screen, K562-ABCB6 cells, flow cytometry, MLPCN library. K562-ABCB6 porphyrin accumulation, 1 h; hits give low values. ATP-binding cassette sub-family B member 6 (Homo sapiens), Q9NP58. fluorescence ratio to DMSO, % at 10 µM. hit rate 0.19% among 360,000;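 active = fluorescence ratio to DMSO below 75%, the collection mean minus 3 SD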;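 also: signal is porphyrin accumulated inside mitochondria; 100% equals median channel fluorescence of DMSO control wells; lower ratio means ABCB6 inhibition with less porphyrin fluorescence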
# SRC2 inh: inhibition of GAL4-SRC2 driven luciferase reporter, primary screen, SRC2 inhibitor project, cell-based, luminescence | inhibition, % at 9 µM | AID 651957, 2012 | hit rate 0.17% among 370,000 | Nuclear receptor coactivator 2 (Homo sapiens), Q15596 | HEK293 GAL4-SRC2 luciferase reporter;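 active = inhibition above the mean inhibition of all tested compounds plus 3 SD, set per campaign, cut at about 52% in these data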;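 also: 0% = DMSO treated cells and 100% = cells given Gossypol at 36 µM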
# MC4R ag barr: MC4R agonists recruiting beta-arrestin, primary screen, cell-based, luminescence, agonist arm of biased-ligand search. U2OS MC4R beta-arrestin complementation; percent of melanotan II response, DMSO zero. Melanocortin receptor 4 (Homo sapiens), P32245. AID 540308, 2011. activation, % at 8.9 µM. hit rate 0.98% among 360,000;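 active = activation above a per-plate cutoff, the mean activation of sample wells on that plate plus 3 SD, cut at about 8% in these data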
# N-glyco inh: increase of ERlucT glycosylation luciferase signal, primary screen, N-linked glycosylation inhibitor project, D54 ERlucT cells, luminescence, set 2; D54 ERlucT glycosylation luciferase reporter, 24 h; percent of 100 nM tunicamycin response; reporter increase, % at 12.5 µM; hit rate 0.23% among 360,000;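 active = mean luciferase reporter signal, scaled so untreated is 0 and the glycosylation-blocking control 100, at or above a set limit in every replicate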;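 also: luciferase carries N-glycosylation sites so blocking glycosylation raises the light; 0% = median of neutral control wells and 100% = median of 100 nM tunicamycin wells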
# ABHD5-PLIN5 inh: ABHD5-PLIN5 interaction inhibitors, primary screen, cell lysate, split luciferase complementation, luminescence; AID 602281, 2012; inhibition, % at 4 µM; hit rate 0.78% among 360,000; Split G. princeps luciferase complementation, 4 h;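 active = inhibition above the mean inhibition across every tested compound plus 3 SD, cut at about 22% in these data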;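 also: 0% = DMSO only wells and the 100% control is not disclosed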
# Cardio protect: cardioprotection against H2O2-induced cell death, primary screen, uHTS, H9c2 cells, ATPLite luminescence. protection from H2O2 cell death, % at 20 µM. H9c2 cardiomyocytes, H2O2 injury protection, 2 h. hit rate 0.63% among 360,000;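 active = compounds giving at least 50% protection of heart cells from peroxide-induced death in the single-dose screen, raw or plate-pattern-corrected value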;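 also: 0% = DMSO wells with peroxide and 100% = DMSO wells without peroxide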
# An asterisk follows results filed as active; . = not tested or not shown.
canonical_smiles	NOD2 RIPK2 PPI	m5-HT2A agonist	ABCB6 inh 2	TLR9-MyD88 inh	Cardio protect	MC4R antagonist	SRC2 inh	ABHD5-PLIN5 inh	N-glyco inh	MC4R ag barr
Cc1ccc2c(c1)N(CC(=O)NCCCN1CCCCC1)C(=O)CO2	8.3	7.1	97.0	-6.5	1.5	6.9	-5.4	9.6	-0.4	-0.3
COc1ccc(C(C)=O)cc1OCc1ccccc1	7.2	3.3	103.0	8.8	15.8	1.1	0.7	-1.0	0.4	0.2
CC(CCc1ccccc1)NC(=O)COC(=O)c1cccnc1Cl (stereo not given)	1.6	6.8	96.0	-0.5	0.3	4.3	2.4	4.3	-0.3	-0.5
CC(=O)NCCC(=O)Nc1cc(F)ccc1C	14.1	-0.6	102.0	4.0	5.5	10.9	-42.7	1.4	1.9	-0.3
CN(CC(=O)Nc1c(Cl)cccc1Cl)C(=O)Cn1[nH]c(=O)c2ccccc2c1=O	10.5	2.9	100.0	5.2	75.9*	-9.3	-30.6	2.3	-4.7	-4.7
CC(C)CCCN1CCN=C1Nc1ccccc1	3.0	-9.1	100.0	-9.4	-2.3	7.4	-0.8	-0.8	1.1	-0.7
O=C(O)c1ccc(CSc2nc(-c3ccc(Cl)cc3)cc(C(F)(F)F)n2)cc1	-36.0	0.2	93.0	-3.5	-4.9	-2.6	7.1	13.0	4.4	3.1
COc1cccc(CC(=O)NNC(=O)c2ccc3c(c2)OCO3)c1	-5.2	4.6	99.0	-6.7	2.8	1.7	-27.4	3.5	0.9	0.8
COc1ccc(/C=C/C(=O)NC(C)(C)C)cc1S(=O)(=O)N1CCOCC1	-3.4	6.1	105.0	-11.0	6.7	-5.3	0.7	-2.4	2.1	1.4
Oc1c(Cl)cc(Cl)cc1CNc1nc2ccccc2[nH]1	5.2	-3.4	98.0	-3.7	-18.7	8.6	20.9	-0.3	0.0	-1.4
COC(=O)[C@@]12C[C@@H](CC(=O)NCC3CCCCC3)C(=O)N(Cc3cccc4ccccc34)C1=CCC(C)(C)C2	1.1	-2.0	.	.	.	.	0.4	-4.4	.	.
CCOC(=O)/C(C#N)=C1/C=Cc2ccccc2N1CC	-0.5	-3.5	101.0	-18.1	3.5	-5.2	-27.0	-1.9	2.4	0.4
CC1=NN(c2ccccc2)C(=O)/C1=C\N1CC(C)OC(C)C1 (stereo not given)	-8.7	-1.5	96.0	-12.3	-0.8	-0.3	9.5	-9.4	2.3	-2.3
CCOC(=O)c1cccc(C2=CC(=O)CC(C)(C)C2)c1	4.9	-1.7	102.0	0.7	2.4	6.9	-45.6	3.8	0.6	0.9
COc1ccc(CNc2nc(-c3ccccc3)nc3ccccc23)cc1OC	1.4	-5.6	94.0	3.6	1.4	4.8	8.6	6.3	-1.2	-0.4
CN(C)S(=O)(=O)c1cccc(C(=O)Nc2cc(Cl)ccc2O)c1	0.4	-4.8	104.0	-1.1	-20.8	-2.6	-14.8	9.5	0.6	-1.1
CN(C)S(=O)(=O)c1ccc(Cl)c(NC(=O)CN2CCCCCC2)c1	0.8	-3.1	96.0	-7.4	-13.4	1.6	-16.6	-6.7	-2.4	2.7
CC(C)C(OC(=O)c1cccs1)C(=O)NCc1ccc2c(c1)OCO2 (stereo not given)	-2.7	5.9	95.0	7.8	-5.7	0.8	-19.0	-4.0	-4.2	-1.2
CC(=O)NC(CC(=O)Nc1ccc(S(=O)(=O)N2CCCC2)cc1)c1ccccc1 (stereo not given)	-13.5	-0.8	102.0	-2.8	-10.0	8.5	2.0	-1.5	1.1	-1.0
COc1cccc(OCCNc2cc(Cl)ccc2[N+](=O)[O-])c1	2.1	-2.7	98.0	-11.2	-3.2	-1.6	-39.5	0.4	-2.6	1.9
COc1ccc(C(=O)N2CCn3c2nc2ccccc23)cc1	-24.4	1.9	95.0	-3.6	5.1	2.8	-33.5	-0.8	1.8	-1.1
COc1cccc(CNC(=O)Cc2ccc(-c3ccccc3)cc2)c1	7.3	10.6	102.0	10.8	0.1	-12.2	-10.9	9.2	11.9	2.5
Cc1ccc(CN2C(=O)CN(S(C)(=O)=O)CC2(C)C(=O)NC(C)C)cc1 (stereo not given)	17.6	-4.1	.	.	.	.	11.8	2.7	.	.
CC(C)C[C@H](NC(=O)N1CCn2c1nc1ccccc12)C(=O)NCCc1ccccc1	10.7	2.7	101.0	-21.7	-1.7	0.9	5.5	2.7	3.0	-1.5
O=C1C(Cl)=C(N2CCCCC2)C(=O)N1c1ccccc1Cl	-2.0	3.1	100.0	-2.6	10.7	7.5	6.2	-4.2	1.7	2.2
COCCCn1c(-c2ccsc2)nc2c1c(=O)[nH]c(=O)n2Cc1ccccc1	-2.3	-1.6	97.0	2.6	20.3	5.5	-7.0	1.5	0.3	-0.6
COc1ccccc1C(CCN(Cc1cccs1)C(C)=O)c1ccco1 (stereo not given)	-18.2	0.7	91.0	-0.6	-1.6	20.8	-9.3	19.8	1.7	-0.4
O=C(NCCS(=O)(=O)NCc1ccccc1Cl)c1ccccc1	-1.2	-5.4	96.0	0.1	-5.5	16.6	-7.3	-2.9	0.3	-3.2
CCOC(=O)N1CC=C2C(C#N)=C(N)C(C#N)(C#N)[C@H](c3ccc(OC(C)C)c(OCC)c3)[C@H]2C1	-3.6	-0.2	95.0	-7.6	6.2	12.4	-9.3	1.1	1.2	-0.6
CCN1CCN(c2nc(Nc3ccccc3F)nc(N)c2[N+](=O)[O-])CC1	0.6	-8.6	95.0	1.3	-4.8	-2.3	-2.1	0.1	-2.9	-1.0
COc1c(Br)cc2c(C)c(C(=O)O)oc2c1Br	-7.3	0.7	105.0	-4.8	15.6	10.9	-0.4	-1.0	-2.1	0.8
COc1ccccc1CNC(=O)CCN1C(=O)COc2ccc(C)cc21	-3.1	-0.2	105.0	9.0	9.3	6.7	-7.0	-1.4	0.3	-1.6
O=C(CSc1nccc(-c2cccs2)n1)Nc1ccc(F)c(Cl)c1	2.2	2.5	97.0	8.4	-1.6	2.0	-13.1	1.9	0.6	-0.3
O=C(N/N=C/C(Cl)=C/c1ccccc1)c1ccncc1	-0.9	-3.3	99.0	.	2.0	2.3	-5.4	1.2	1.4	-0.9
CCn1cc(C2=NCC(C)O2)c2ccccc21 (stereo not given)	10.0	9.5	102.0	18.4	-3.2	0.3	-21.6	-2.6	-0.1	-2.1
CCOc1ccc(NC(=O)CC2C(=O)Nc3ccccc3N2C(=O)c2ccccc2)cc1 (stereo not given)	11.4	-0.8	88.0	0.8	8.5	0.1	-10.5	-0.8	-0.8	-1.0
CCC(C)(C)C1CCc2[nH]nc(C(=O)NCCN3CCOCC3)c2C1 (stereo not given)	-7.8	-5.9	97.0	-3.9	7.7	4.2	6.6	8.6	-0.3	-0.5
CCCCN(C)CCCNC(=O)CN1C(=O)CSc2ccc(S(=O)(=O)N3CCOCC3)cc21	-1.6	-0.6	101.0	2.3	-4.0	-6.4	9.6	13.3	-1.5	4.1
O=C(CSc1cccc2cccnc12)Nc1cc(C(=O)O)cc(C(=O)O)c1	-1.5	-2.1	99.0	-4.0	2.8	-1.9	-15.8	-4.8	-0.4	-1.5
COc1ccc(NC(=O)NC2(C(=O)N3CCCCC3)CCCCC2)cc1	-4.1	-2.7	102.0	1.2	-2.4	5.6	-26.5	-0.9	-0.8	2.3
Cc1cc(C)c2oc(C(=O)NC3CCS(=O)(=O)C3)cc(=O)c2c1 (stereo not given)	-2.3	-2.1	110.0	-10.5	3.8	3.4	15.1	-1.8	-1.3	-1.9
CCOC(=O)c1sc(=S)n(C)c1N	-6.9	0.6	99.0	3.9	8.4	0.5	-26.1	0.4	0.7	-0.9
Cc1ccc(C2=C(O)c3ccccc3C(=O)C2=O)cc1	-4.2	-2.1	99.0	-4.0	-7.4	15.5	-15.4	11.9	-1.5	-1.3
CC(C)CCNC(=S)Nc1ccc([N+](=O)[O-])cc1	-9.9	3.8	95.0	-1.8	-12.2	-0.5	-13.8	-5.8	-7.2	1.1
CC1(C)CC(=O)C(c2ccccc2)(c2ccccc2)C(=O)C1	4.6	-1.1	91.0	2.8	-0.6	-6.8	2.2	-13.7	-1.8	-0.7

# Of the compounds above, these have a nitro group on carbon:
canonical_smiles	NOD2 RIPK2 PPI	m5-HT2A agonist	ABCB6 inh 2	TLR9-MyD88 inh	Cardio protect	MC4R antagonist	SRC2 inh	ABHD5-PLIN5 inh	N-glyco inh	MC4R ag barr
COc1cccc(OCCNc2cc(Cl)ccc2[N+](=O)[O-])c1	2.1	-2.7	98.0	-11.2	-3.2	-1.6	-39.5	0.4	-2.6	1.9
CCN1CCN(c2nc(Nc3ccccc3F)nc(N)c2[N+](=O)[O-])CC1	0.6	-8.6	95.0	1.3	-4.8	-2.3	-2.1	0.1	-2.9	-1.0
CC(C)CCNC(=S)Nc1ccc([N+](=O)[O-])cc1	-9.9	3.8	95.0	-1.8	-12.2	-0.5	-13.8	-5.8	-7.2	1.1

# Individual results from the list.
# `COc1ccc(NC(=O)NC2(C(=O)N3CCCCC3)CCCCC2)cc1` in m5-HT2A agonist shows -2.7
# `O=C(CSc1cccc2cccnc12)Nc1cc(C(=O)O)cc(C(=O)O)c1` in MC4R ag barr shows -1.5
# `Cc1cc(C)c2oc(C(=O)NC3CCS(=O)(=O)C3)cc(=O)c2c1` (stereo not given) in N-glyco inh shows -1.3
# `COc1c(Br)cc2c(C)c(C(=O)O)oc2c1Br` in ABHD5-PLIN5 inh shows -1.0
# `CCOc1ccc(NC(=O)CC2C(=O)Nc3ccccc3N2C(=O)c2ccccc2)cc1` (stereo not given) in ABCB6 inh 2 shows 88.0

# This is a subset (hit frequency here may not be typical).
